NTR1 ag – NTR1-driven beta-arrestin-GFP spot formation – imaging, U2OS cells, high content, primary screen (AID 493036) | P30989 | agonist mode | activation, % at 20 µM | hit rate 0.17% among 330,000;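 active = activation at or above 40% of the spot to cytoplasm intensity ratio, with at least 20 cells analyzed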;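 also: 0% = DMSO without peptide and 100% = 100 nM NTR1 peptide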
Target sequence (P30989 whole entry, looked up): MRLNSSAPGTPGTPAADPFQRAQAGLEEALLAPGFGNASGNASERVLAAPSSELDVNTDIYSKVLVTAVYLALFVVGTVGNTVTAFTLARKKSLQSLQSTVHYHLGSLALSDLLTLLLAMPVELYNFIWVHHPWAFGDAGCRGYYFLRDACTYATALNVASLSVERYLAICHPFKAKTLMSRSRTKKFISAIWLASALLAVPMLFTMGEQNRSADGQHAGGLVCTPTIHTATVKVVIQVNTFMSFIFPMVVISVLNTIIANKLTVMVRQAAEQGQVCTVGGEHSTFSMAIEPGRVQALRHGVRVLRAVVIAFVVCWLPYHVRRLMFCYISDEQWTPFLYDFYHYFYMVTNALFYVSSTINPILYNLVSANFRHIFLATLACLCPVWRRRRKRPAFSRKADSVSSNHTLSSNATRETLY
T cell modulator – T cell immune modulation candidate. 2C CD8+ T cell-vesicle binding, flow cytometry; stronger effect = lower value. calls only at 7 µM. hit rate 0.068% among 330,000;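 active = response, share of CD8 T cells binding vesicles, and their 90th percentile fluorescence all below set limits, cut at about 80% in these data, passing the limit was not always enough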
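material = purified 2C TCR transgenic mouse naive CD8+ T cells | controls = Unloaded micro-vesicles (low), QL9 vesicles with 0.7% DMSO (high) | detection = cytometric PE anti-B7-1 and Alexa647 anti-CD8 signals after 1% paraformaldehyde fixation | incubation = binding step 1.5 h, 37 °C, antibody labelling 20 min, ice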
MgcRacGAP inhibition – MgcRacGAP GTPase-activating activity inhibitors, confirmation, biochemical, ADP Hunter fluorescence; MgcRacGAP-stimulated Rac1 GTP hydrolysis, ADP Hunter fluorescence; higher % means a stronger effect; GST-tagged Rac1 F28L mutant substrate; inhibition, % at 30 µM; hits with a dose series show IC50 in µM; hit rate 0.6% among 340,000;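 active = first-screen hits whose inhibition reached a set limit at any dose in the follow-up dose series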;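 also: fluorescence reports GDP produced by GAP-driven GTP hydrolysis; strong numbers were not always called active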
T cell modulator vesicle-bound % – recorded beside T cell modulator, whose call it bears; double positive events, %; measured here: CD8+ vesicle-bound cell fraction;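 binding gate set so that unloaded-vesicle control wells show 10% double positive cells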
NTR1 ag cell count 20 µM – further read-out of NTR1 ag, marked with its call; cell count; measured here: cell count, cytotoxicity flag
* hit, by the source's call; i = inactive.

Values run as follows: NTR1 ag	NTR1 ag cell count 20 µM	T cell modulator	T cell modulator vesicle-bound %	MgcRacGAP inhibition
> C#CCOCCOCCOCCNc1nc(N2CCN(C(=O)[C@H](CCC(=O)O)n3cc([C@@H](N)CC(N)=O)nn3)CC2)nc(N2CCN(C(=O)[C@H](CCC(=O)O)n3cc([C@@H](N)CC(N)=O)nn3)CC2)n1
→ 3.8	54	i	14	5%
> CCCn1c(N)c(C(=O)CSc2nc(C3CC3)n(-c3ccccc3)n2)c(=O)[nH]c1=O
→ 1.4	50	i	47	9%
> O=C(Nc1nc(-c2ccccn2)cs1)c1cccc(S(=O)(=O)N2CCOCC2)c1
→ 5.1	88	i	37	7%
> CCn1c(SCC(=O)c2c(N)n(C3CC3)c(=O)[nH]c2=O)nnc1-c1ccccc1OC
→ 0.0	57	i	18	8%
> O=C(Cc1ccsc1)NCC(=O)Nc1ccccc1Br
→ 0.2	65	i	47	7%
> COc1cccc(CNC(=O)CN2C(=O)NC(Cc3ccccc3)(c3ccccc3)C2=O)c1 (stereo not given)
→ -1.4	51	i	4	10%
> Cc1ccc(N(C)S(=O)(=O)c2cccc(C(=O)Nc3ccc(N4CCOCC4)cc3)c2)cc1
→ 10	66	i	36	5%
> O=C(CC1OC(=O)c2ccccc21)Nc1cc(Cl)ccc1N1CCOCC1 (stereo not given)
→ 4.0	55	i	46	1%
> C[C@@H]1CN([C@H](C)CO)C(=O)Cc2cc(NC(=O)Nc3ccccc3)ccc2O[C@@H]1CN(C)C(=O)Nc1ccc2c(c1)OCO2
→ -0.1	41	i	32	2%
> C=CCNC(=O)c1cccc2c1C(=O)c1ccc(N3CCCC3)cc1S2(=O)=O
→ -1.0	56	i	25	6%
> Cc1ccc(NS(=O)(=O)c2cc(C(=O)N(C)C3CCN(C)CC3)ccc2Cl)cc1Cl
→ 0.2	58	i	35	2%
> CCCCCCC1(C)NC(=O)N(C(C)C(=O)Nc2ccc(N3CCOCC3)cc2)C1=O (stereo not given)
→ 2.0	54	i	24	6%
> O=C(N/N=C/c1cc2c(cc1[N+](=O)[O-])OCO2)c1ccccn1
→ 0.1	39	i	40	7%
> CC(=O)N1CCN(C(=O)c2ccc(-c3ccccc3Cl)o2)CC1
→ -1.9	66	i	45	-1%
> CN(CC(=O)Nc1cccc(F)c1)C(=O)CCN1C(=O)C2CC=CCC2C1=O (stereo not given)
→ 1.7	112	i	5	2%
> O=C(COC(=O)COc1cccc(C(F)(F)F)c1)Nc1ccc(N2CCOCC2)cc1
→ -2.6	41	i	15	3%
> CC1Cc2ccccc2N1S(=O)(=O)c1cccc(C(=O)NCc2ccncc2)c1 (stereo not given)
→ -0.5	63	i	45	-1%
> Cc1c(C(=O)NNC(=O)c2csc(N3CCOCC3)n2)cccc1[N+](=O)[O-]
→ -1.4	97	i	14	1%
> CCOc1ccc(OCC(=O)OC(C)C(=O)NC2CCCCC2C)cc1 (stereo not given)
→ -0.5	37	i	42	2%
> COc1ccc(C(=O)COC(=O)c2c(C)noc2C)cc1Cl
→ 4.0	49	i	7	1%
> Cc1cc(C(=O)Nc2cc(S(C)(=O)=O)ccc2Cl)c(C)o1
→ -1.7	61	i	16	4%
> O=C(COC(=O)c1nc(Cl)ccc1Cl)NCc1ccc(Cl)cc1
→ 1.7	59	i	36	-1%
> COc1ccc(OC)c(NC(=O)COC(=O)CCc2ccc(S(=O)(=O)N3CCOCC3)cc2)c1
→ 0.3	53	i	31	-3%
> CC(C)CC(=O)Nc1ccc(C(=O)COC(=O)Cc2n[nH]c(=O)c3ccccc23)cc1
→ -0.2	90	i	56	6%
> CN(C)CCNC(C(=O)Nc1cccc(S(=O)(=O)N2CCOCC2)c1)c1ccccc1 (stereo not given)
→ 0.0	54	i	34	28%
> CN(C(=O)CSc1nnc(-c2cccnc2)o1)C1CCCCC1
→ 1.9	55	i	46	3%
> Cc1ccc(-c2noc(COC(=O)c3ccco3)n2)cc1
→ -1.7	53	i	45	7%
> CCC(CO)Oc1cc(NCc2ccncc2)c2ncn(C(C)C)c2c1 (stereo not given)
→ -0.6	63	i	12	3%
> Cn1cnc(C(=O)NC2CCN(C(=O)OC(C)(C)C)CC2)c1C(=O)NC1CCN(C(=O)OC(C)(C)C)CC1
→ 3.7	66	i	11	9%
> COc1ccccc1-c1oc2ccccc2c1C#CCO
→ 2.5	60	i	17	9%
> O=S(=O)(c1ccc(Cl)cc1)N1CCN(c2ncnc3sccc23)CC1
→ -1.5	62	i	4	5%
> C#CCOCCOCCOCCNc1nc(N2CCN(C(=O)C([C@@H](C)O)n3cc([C@@H](N)CCCCN)nn3)CC2)nc(N2CCN(C(=O)C([C@@H](C)O)n3cc([C@@H](N)CCCCN)nn3)CC2)n1 (stereo not given in full)
→ -2.8	39	i	29	27%
> COc1ccc2oc(C(=O)NCc3ccccc3CN3CCCC3)c(C)c2c1
→ -1.1	66	i	31	7%
> CCc1ccc(NC(=O)C(=O)c2ccccc2NC(C)=O)cc1
→ -2.5	58	i	34	1%
> Cn1cc(S(=O)(=O)N2CCCC2)cc1C(=O)O
→ -1.4	50	i	39	3%
> C[C@@H](NC(=O)c1nc[nH]c1C(=O)OCc1ccccc1)c1ccccc1
→ 3.3	73	i	46	-4%
> CCOc1ccc(NC(=O)c2ccc(OCC3CCCO3)cc2)cc1S(=O)(=O)N(CC)CC (stereo not given)
→ -0.9	63	i	42	1%
> Cc1ccccc1C(=O)N1CCC(C(=O)Nc2ccc(S(=O)(=O)N3CCOCC3)cc2)CC1
→ 2.0	54	i	21	1%
> CC(=O)c1ccc(S(=O)(=O)Nc2ccc(C(=O)NCCCn3ccnc3)cc2)cc1
→ -2.0	96	i	37	1%
> Cc1cccc(OCCC(=O)NNC(=O)Cn2nc(C)cc2C)c1
→ 2.3	57	i	46	4%
> COCC(C)n1c(SCC(=O)NC2CCCCC2C)nc2ccccc2c1=O (stereo not given)
→ 1.3	50	i	46	2%
> CCc1ccc(C(=O)CN2C(=O)NC3(CCc4ccccc43)C2=O)cc1 (stereo not given)
→ 6.2	56	i	39	6%
> O=C1NC[C@H](c2ccccc2)OC(=O)[C@@H](Cc2ccc(F)cc2)C/C=C\C[C@H]1CC(=O)N(CCO)Cc1ccccc1
→ 9.7	64	i	19	6%
> N#Cc1ccc(OCC(=O)NCCCn2ccnc2)cc1
→ 3.3	63	i	35	6%
> Cc1ccc(NC(=O)COc2ccc(N(C)C(=O)C(C)(C)C)cc2)cc1S(=O)(=O)N1CCCCC1
→ -0.3	74	i	50	5%
> CC(NC(=O)c1ccc(NC(=O)CC2SC(N3CCCC3)=NC2=O)cc1)c1ccccc1 (stereo not given)
→ 3.3	63	i	52	4%
> O=S(=O)(Nc1ccccc1F)c1cccc(NC(=S)NCCN2CCOCC2)c1
→ -1.2	32	i	44	42%
> COc1cccc(C2(C)NC(=O)N(CC(=O)Nc3ccc(N4CCOCC4)cc3)C2=O)c1 (stereo not given)
→ 4.4	68	i	28	0%
> CCC(=O)c1ccc(OCC(=O)OCC(=O)Nc2cccc(S(=O)(=O)N3CCCC3)c2)cc1
→ 1.4	64	i	40	6%
> COc1ccc(OCCOc2ccc(S(=O)(=O)N3CCCC3)cc2[N+](=O)[O-])cc1
→ -2.1	55	i	39	1%
> C=CC[C@H](CC(=O)NCCO)C(=O)N[C@H](COC(=O)[C@H](CC=C)CC(=O)OC(C)(C)C)Cc1c[nH]c2ccccc12
→ 5.8	58	i	12	5%
> O=C(NCc1cccs1)C1CC(=O)N(Cc2ccccc2)C1 (stereo not given)
→ 2.5	56	i	34	6%
> CCn1c(C)nc2cc(C(=O)NNC(=O)[C@@H](NC(=O)c3cc(OC)cc(OC)c3)C(C)C)ccc21
→ 0.0	62	i	4	-8%
> CCCCNc1c(-c2ccc(Sc3ccc(OC)cc3)cc2)nc2cc(C)ccn12
→ 9.1	70	i	8	9%
> O=C(NCCc1ccccn1)c1c(-c2ccsc2)sc2ccccc12
→ 4.3	54	i	53	-1%
> CN(C)C(=O)COC(=O)c1cccc(S(=O)(=O)N2CC3(C)CC2CC(C)(C)C3)c1 (stereo not given)
→ 1.4	61	i	38	4%
> C[C@H](CO)N1C[C@H](C)[C@@H](CN(C)C(=O)Nc2ccc3c(c2)OCO3)Oc2c(cccc2N(C)C)C1=O
→ -1.0	62	i	12	5%
> Cc1noc(C)c1C(=O)Nc1cc(Cl)ccc1N1CCOCC1
→ 0.9	44	i	16	-3%
> CCN(CC)C(=O)c1[nH]cnc1C(=O)N[C@H](C)c1ccccc1
→ -1.2	60	i	12	6%
> O=C(COC(=O)c1cccc(S(=O)(=O)N2CCOCC2)c1)Nc1ncc(Cl)cc1Cl
→ -1.3	85	i	39	4%

The listing continues.
Compound	NTR1 ag	NTR1 ag cell count 20 µM	T cell modulator	T cell modulator vesicle-bound %	MgcRacGAP inhibition
CC(=O)Nc1ccc(S(=O)(=O)N[C@@H](C)C(=O)OCC(=O)c2ccc(C)cc2)cc1	3.4	69	i	49	4%
Clc1ccccn1	-1.5	58	i	34	-1%
O=C(c1ccccc1)c1cccc(C(=O)c2ccccc2)c1	0.6	50	i	8	5%
CCc1ccc(OCC(=O)OC(C)C(=O)Nc2ccc(Cl)cn2)cc1 (stereo not given)	0.6	51	i	39	-1%
O=C(Nc1ccc(Cl)c(S(=O)(=O)N2CCOCC2)c1)C1=NN(c2ccccc2)C(=O)CC1	4.4	53	i	45	6%
Cn1nc(C(=O)OCC(=O)Nc2ccc(Cl)cc2Cl)c2ccccc2c1=O	-2.3	61	i	35	3%
CC(=O)Nc1ccc(S(=O)(=O)NCC(=O)OCC(=O)NCc2ccc3c(c2)OCO3)cc1	-0.6	56	i	9	-2%
Cc1cc(NS(=O)(=O)c2ccc(Br)s2)no1	0.7	58	i	20	-1%
CCOc1ccc2oc(C(=O)OCC(=O)NC3CCCCC3)c(C)c2c1	-2.7	48	i	5	8%
O=C(O)c1cc(S(=O)(=O)NCC2COc3ccccc3O2)ccc1Cl (stereo not given)	-0.7	65	i	45	3%
O=C(COC(=O)CNC(=O)c1cccc(OC(F)F)c1)NCc1ccc2c(c1)OCO2	-1.3	71	i	55	9%
CC(C)(C)OC(=O)C[C@H]1C/C=C\C[C@@H](CC(=O)N[C@@H](CO)Cc2ccccc2)C(=O)NC[C@@H](c2ccccc2)OC1=O	2.4	65	i	16	4%
Cc1ccccc1OCCC(=O)NNC(=O)c1ccccc1F	0.4	67	i	42	3%
COc1ccc(-c2nn(-c3ccccc3)cc2C(=O)NC(=S)N2CCOCC2)cc1OC	-0.2	47	i	51	8%
O=C(NCC1CCCCC1)c1cc(S(=O)(=O)N2CCOCC2)ccc1F	3.6	64	i	46	0%
COCc1c(C(=O)Nc2cccc(S(=O)(=O)N3CCCCC3)c2)oc2ccccc12	1.9	65	i	4	5%
O=C(OCC(=O)c1c[nH]c2ccccc12)c1cc(S(=O)(=O)N2CCOCC2)ccc1F	14	63	i	39	7%
CCN(CC)S(=O)(=O)c1cc(C(=O)OC(C)C(=O)NCc2ccco2)ccc1C (stereo not given)	1.6	100	i	57	8%
O=C(Nc1cccc(S(=O)(=O)N2CCCCCC2)c1)c1cncc(Br)c1	1.7	64	i	26	1%
C[C@@H]1CN([C@H](C)CO)C(=O)c2cc(NS(=O)(=O)c3ccc(F)cc3)ccc2O[C@@H]1CN(C)Cc1ccc(Cl)c(Cl)c1	40	61	i	10	6%
CC1(C)Cc2c(sc3ncn4nc(-c5ccco5)nc4c23)CO1	2.4	38	i	53	7%
CC1Cc2ccccc2N1C(=O)COC(=O)/C=C/c1ccc(F)cc1 (stereo not given)	4.2	58	i	40	2%
COc1ccc(OC)c(-c2csc(NC(=O)COC(=O)C3CC3)n2)c1	-0.6	67	i	34	5%
O=C(NCCC1=CCCCC1)C1CCN(S(=O)(=O)c2cccc(C(F)(F)F)c2)CC1	1.2	48	i	49	6%

Assay outcomes from PubChem BioAssay.

Not all compounds are listed, so the mix of outcomes need not match the whole.
